# Screening data deposited in PubChem by Broad Institute.
# mut p53 react = re-activators of the mutant p53 pathway. SW480 PUMA-promoter luciferase, p53 mutant reactivation. activation, % at 9.98 µM. actives 1.5% (n = 28,000); in the data active = activation above about 52%
# STK33 inh = blocks human STK33 kinase activity. ADP-Glo luminescence, MBP substrate. inhibition, % at 12.5 µM. actives 0.44% (n = 27,000). Q9BYT3; in the data active = inhibition above about 20%
# Target sequence (Q9BYT3 whole entry, looked up): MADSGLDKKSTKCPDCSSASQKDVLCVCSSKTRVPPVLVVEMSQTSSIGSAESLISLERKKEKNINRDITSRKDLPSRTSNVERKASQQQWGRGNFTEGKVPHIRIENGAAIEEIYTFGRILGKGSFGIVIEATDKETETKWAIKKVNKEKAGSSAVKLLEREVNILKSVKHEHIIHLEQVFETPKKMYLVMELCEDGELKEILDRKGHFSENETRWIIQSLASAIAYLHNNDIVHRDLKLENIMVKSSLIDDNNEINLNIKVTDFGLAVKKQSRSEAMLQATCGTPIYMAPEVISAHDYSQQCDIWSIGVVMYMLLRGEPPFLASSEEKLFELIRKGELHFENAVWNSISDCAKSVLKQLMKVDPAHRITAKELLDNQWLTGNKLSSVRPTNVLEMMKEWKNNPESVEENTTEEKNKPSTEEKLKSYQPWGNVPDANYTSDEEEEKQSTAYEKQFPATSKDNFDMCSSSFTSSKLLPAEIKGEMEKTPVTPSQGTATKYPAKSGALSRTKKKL
# The depositor's hits bear a star; . = no result given. An excerpt (hit frequency here may not be typical).
No.	molecule	mut p53 react	STK33 inh
1	C[C@@H]1O[C@@H](Oc2ccc(-c3coc4cc(O[C@@H]5O[C@@H](C)[C@H](O)[C@@H](O)[C@H]5O)ccc4c3=O)cc2)[C@H](O)[C@H](O)[C@H]1O	-17.4	-3.1
2	COCCNC(=S)N1CCN(Cc2ccco2)CC1	-0.5	10.5
3	Cc1ccc2oc(-c3cccc(NC(=O)COc4ccc(Cl)cc4)c3C)nc2c1	65.8*	3.1
4	COc1cc(COc2cc(N)c(Cl)cc2C(=O)CCC2CCN(CCNS(C)(=O)=O)CC2)cc(OC)c1	.	0.4
5	COc1ccc(CCNC(=S)Nc2ccncc2)cc1OC	-13.1	3.5
6	CN(CC(=O)Nc1ccc(Oc2ccccc2)cc1)S(=O)(=O)c1ccccc1	-1.5	-2.5
7	CNC[C@H]1Oc2c(NC(=O)c3ccc(-c4nccs4)cc3)cccc2C(=O)N([C@H](C)CO)C[C@@H]1C	6.7	.
8	C[C@@H]1CN([C@H](C)CO)C(=O)c2cc(C#CCN(C)C)cnc2O[C@@H]1CN(C)Cc1ccc(-c2ccccc2)cc1	-8.1	.
9	O=C(CC1Nc2cccc3cccc(c23)NC1=O)Nc1ccc([N+](=O)[O-])cc1 (stereo not drawn)	-23.7	4.0
10	C[C@H](CO)N1C[C@H](C)[C@H](CN(C)C(=O)Nc2ccc3c(c2)OCO3)Oc2ccc(NS(=O)(=O)c3ccc(Cl)cc3)cc2C1=O	-4.6	.
11	C[C@H](CO)N1C[C@H](C)[C@@H](CN(C)Cc2ccc(C(=O)O)cc2)Oc2ccc(NC(=O)Nc3ccc(F)cc3)cc2CC1=O	6.9	.
12	COC(=O)c1ccc(C)c(NC(=O)CN(c2ccc(Cl)c(Cl)c2)S(C)(=O)=O)c1	-0.3	2.1
13	COc1ccc(NC(=O)CSc2nnc3c4c5c(sc4nc(-c4ccccc4)n23)CCC5)cc1	-58.8	1.0
14	Cc1cc(O)cc2oc3cc(O)cc(O)c3c(=O)c12	12.2	16.3
15	COc1ccc(S(=O)(=O)N(C)C[C@H]2Oc3c(NS(=O)(=O)c4cccs4)cccc3C(=O)N([C@@H](C)CO)C[C@@H]2C)cc1	0.2	.
16	C[C@H](CO)N1C[C@H](C)[C@H](CN(C)Cc2ccc(Cl)c(Cl)c2)Oc2ccc(NS(C)(=O)=O)cc2CC1=O	5.0	-6.3
17	C[C@H]1CN([C@@H](C)CO)C(=O)CCCn2cc(nn2)CO[C@@H]1CN(C)C(=O)c1cc(-c2ccccc2)on1	-7.1	-7.3
18	CC(C)NC(=O)N(C)C[C@H]1Oc2ncc(C#CCC3CCCC3)cc2C(=O)N([C@@H](C)CO)C[C@H]1C	-10.9	.
19	C[C@@H]1CN([C@H](C)CO)C(=O)Cc2cc(NS(=O)(=O)c3ccccc3)ccc2O[C@@H]1CN(C)C(=O)Nc1ccccc1	-6.6	-1.0
20	C[C@H](CO)N1C[C@H](C)[C@H](CN(C)C)OCCCC[C@H](C)Oc2ccc(NC(=O)c3ccncc3)cc2C1=O	-1.2	.
21	CNC[C@@H]1Oc2ncc(C3=CCCC3)cc2C(=O)N([C@@H](C)CO)C[C@@H]1C	17.4	.
22	C[C@@H]1CCCCO[C@@H](CN(C)CC2CC2)[C@@H](C)CN([C@H](C)CO)C(=O)c2cc(NC(=O)Nc3ccc(F)cc3)ccc2O1	.	2.7
23	C[C@H]1CN([C@@H](C)CO)S(=O)(=O)c2ccc(-c3ccc(C#N)cc3)cc2O[C@H]1CN(C)CC1CC1	-4.9	.
24	CC(C)NC(=O)Nc1cccc2c1O[C@@H](CN(C)C(=O)Nc1ccc(F)cc1)[C@H](C)CN([C@H](C)CO)C2=O	-3.9	.
25	C[C@@H]1CCCCO[C@@H](CN(C)C(=O)C2CCCCC2)[C@@H](C)CN([C@@H](C)CO)C(=O)c2cc(NC(=O)c3ccncc3)ccc2O1	13.7	.
26	COc1ccc(C)cc1NC(=O)CSc1n[nH]c(-c2ccc(Cl)cc2)n1	-18.4	2.0
27	COc1cccc(NC(=O)N(C)C[C@H]2OCc3cnnn3CCCC(=O)N([C@H](C)CO)C[C@@H]2C)c1	.	6.6
28	CCCNC(=O)N(C)C[C@H]1Oc2ncc(C#CC3(O)CCCC3)cc2C(=O)N([C@H](C)CO)C[C@@H]1C	16.5	.
29	CC1CCN(S(=O)(=O)c2ccc(NC(=O)CN3CCOCC3)cc2)CC1	-2.2	2.0
30	COc1ccccc1S(=O)(=O)N(C)C[C@@H]1OCc2cnnn2CCCC(=O)N([C@H](C)CO)C[C@@H]1C	-7.4	-3.5
31	C[C@@H]1CN([C@@H](C)CO)C(=O)Cc2cc(NC(=O)CCN3CCOCC3)ccc2O[C@@H]1CN(C)Cc1ccc(C(F)(F)F)cc1	-3.1	-0.9
32	C[C@@H]1CN([C@@H](C)CO)C(=O)CCCn2nncc2CO[C@H]1CN(C)C(=O)Nc1ccc2c(c1)OCO2	.	-0.4
33	CC(Sc1nc(-c2ccccc2)c(C#N)c(=O)[nH]1)C(=O)Nc1ccc(Cl)cc1 (stereo not drawn)	-17.5	-3.4
34	C[C@@H]1CN([C@@H](C)CO)C(=O)Cc2cc(NC(=O)Nc3ccc(F)cc3)ccc2O[C@@H]1CN(C)C(=O)NC1CCCCC1	1.0	-3.2
35	Cc1noc(C)c1S(=O)(=O)Nc1ccc2c(c1)CC(=O)N([C@H](C)CO)C[C@@H](C)[C@@H](CN(C)Cc1ccc(C(F)(F)F)cc1)O2	2.1	2.2
36	NC(CC(=O)O)c1cccc([N+](=O)[O-])c1 (stereo not drawn)	-13.8	13.2
37	C[C@@H]1CCCCO[C@@H](CN(C)C(=O)Nc2ccc3c(c2)OCO3)[C@H](C)CN([C@@H](C)CO)C(=O)c2cc(NC(=O)Nc3ccc4c(c3)OCO4)ccc2O1	-12.6	.
38	COc1ccccc1NC(=O)CSc1nnnn1-c1c(C)cccc1C	-9.3	0.9
39	O=C(O)CCC(=O)N1N=C(c2c(-c3ccccc3)c3cc(Cl)ccc3[nH]c2=O)CC1c1ccccc1 (stereo not drawn)	11.3	0.7
40	COc1ccc(C#Cc2ccc3c(c2)[C@]2(C(=O)N3)[C@H](C(=O)N3CCc4cc(OC)c(OC)cc4C3)[C@H]3C(=O)O[C@H](c4ccccc4)[C@H](c4ccccc4)N3[C@@H]2c2ccc(O)cc2)cc1	.	9.6
41	C[C@@H]1CCCCO[C@@H](CN(C)C(=O)Cc2ccccc2)[C@H](C)CN([C@H](C)CO)C(=O)c2cc(NC(=O)c3ccncc3)ccc2O1	0.2	.
42	Cc1ccc(C(C)C)c(OCC(=O)Nc2ccccc2N2CCN(C)CC2)c1	5.6	-0.2
43	C[C@@H]1CCCCO[C@H](CN(C)C(=O)C2CCCCC2)[C@H](C)CN([C@H](C)CO)C(=O)c2cc(NS(=O)(=O)c3ccccc3)ccc2O1	-9.1	.
44	C[C@H](CO)N1C[C@H](C)[C@H](CN(C)C(=O)Nc2ccccc2)Oc2c(NS(=O)(=O)c3ccccc3)cccc2C1=O	-0.6	.
45	C[C@H](CO)N1C[C@H](C)[C@H](CN(C)S(=O)(=O)c2ccc(Cl)cc2)Oc2ccc(NC(=O)CCC(F)(F)F)cc2CC1=O	.	-5.1
46	Cc1ccc(C)c(NC(=O)CNS(=O)(=O)c2ccccc2)c1	3.0	2.3
47	CC(C)(O)/C=C/C(=O)[C@](C)(O)[C@H]1[C@H](O)C[C@@]2(C)[C@@H]3CC=C4[C@@H](C=C(O[C@@H]5O[C@H](CO)[C@@H](O)[C@H](O)[C@H]5O)C(=O)C4(C)C)[C@]3(C)C(=O)C[C@]12C	-10.5	-1.1
48	CCc1cccc(C)c1NC(=O)CSc1nc2sc3c(c2c(=O)n1C)CCC(C)C3 (stereo not drawn)	-29.3	3.8
49	C[C@H](CO)N1C[C@H](C)[C@@H](CN(C)C(=O)CN2CCOCC2)Oc2cc(C#Cc3cccc(F)c3)ccc2S1(=O)=O	-6.4	.
50	COc1ccc(S(=O)(=O)N(C)C[C@H]2Oc3ccc(NC(=O)Cc4cn(C)c5ccccc45)cc3C(=O)N([C@H](C)CO)C[C@H]2C)cc1	-8.7	.

# Next part:
No.	molecule	mut p53 react	STK33 inh
51	C[C@@H]1CN([C@H](C)CO)S(=O)(=O)c2ccc(C#Cc3ccccn3)cc2O[C@H]1CN(C)Cc1ccc(F)cc1	-44.6	.
52	COc1ccc(CN(C)C[C@@H]2Oc3ccc(NC(=O)Nc4ccc(F)cc4)cc3C(=O)N([C@@H](C)CO)C[C@@H]2C)cc1	7.9	-2.3
53	O=C(C[C@@H]1C[C@@H]2c3cc(NC(=O)Nc4ccc(F)cc4)ccc3O[C@@H]2[C@@H](CO)O1)NCC1CC1	-5.2	.
54	COc1ccc(NC(=O)Nc2ccc3c(c2)CC(=O)N([C@@H](C)CO)C[C@@H](C)[C@@H](CN(C)S(=O)(=O)c2ccc(C)cc2)O3)cc1	-15.2	-1.1
55	C[C@H](CO)N1C[C@H](C)[C@H](CN(C)S(C)(=O)=O)Oc2ccc(NC(=O)Cn3cnnn3)cc2CC1=O	.	-1.4
56	N#Cc1ccccc1Sc1ccccc1C(=O)Nc1cccc(CCc2ccccn2)c1	3.3	1.0
57	C[C@H]1CN([C@@H](C)CO)C(=O)c2cccc(NC(=O)Nc3ccc(C(F)(F)F)cc3)c2O[C@@H]1CN(C)CC1CC1	5.0	.
58	C[C@@H]1CCCCO[C@@H](CN(C)C(=O)Nc2ccc3c(c2)OCO3)[C@H](C)CN([C@@H](C)CO)C(=O)c2cc(NC(=O)c3ccncc3)ccc2O1	5.5	.
59	COc1cc(SC)ccc1C(=O)NCCc1c[nH]c2ccccc12	12.2	0.9
60	COc1ccc(NC(=O)Nc2cccc3c2O[C@H](CN(C)C(=O)Nc2ccccc2)[C@@H](C)CN([C@H](C)CO)C3=O)cc1	26.4	.
61	CNC[C@H]1Oc2ccc(NS(=O)(=O)c3c(C)noc3C)cc2CC(=O)N([C@H](C)CO)C[C@H]1C	15.9	-0.1
62	C=C[C@@]1(C)C[C@H](O)[C@@H]2[C@@H](OC(O)[C@H]2C)[C@@H]1C(=C)C (stereo partly drawn)	3.5	2.4
63	NS(=O)(=O)c1ccc(N(S(=O)(=O)c2ccccc2)S(=O)(=O)c2ccccc2)cc1	-15.4	.
64	C[C@H]1CN([C@@H](C)CO)C(=O)Cc2cc(NS(=O)(=O)c3cccs3)ccc2O[C@@H]1CN(C)Cc1ccc(Oc2ccccc2)cc1	1.3	1.9
65	COc1ccc(S(=O)(=O)NCc2ccco2)cc1[N+](=O)[O-]	5.4	1.4
66	Cc1ccc(N(Cc2ccc(C(=O)Nc3cc([N+](=O)[O-])ccc3C)cc2)S(C)(=O)=O)cc1C	-15.8	0.9
67	COC(=O)Nc1scc(-c2ccccc2)c1C(=O)NCc1ccco1	10.2	-2.4
68	Cc1noc(C)c1NC(=O)N(C)C[C@H]1Oc2ccc(NC(=O)C3CCCCC3)cc2CC(=O)N([C@H](C)CO)C[C@H]1C	.	1.5
69	C[C@H]1CN([C@@H](C)CO)C(=O)Cc2cc(NC(=O)Nc3ccccc3)ccc2O[C@H]1CN(C)S(=O)(=O)c1cn(C)cn1	.	-3.1
70	C[C@@H]1CN([C@@H](C)CO)C(=O)CCCn2nncc2CO[C@H]1CN(C)S(=O)(=O)c1cccc(C#N)c1	.	2.7
71	C[C@@H]1CN([C@H](C)CO)C(=O)Cc2cc(NC(=O)Nc3ccccc3)ccc2O[C@H]1CN(C)Cc1ccc(C(=O)O)cc1	14.5	-1.5
72	COc1ccc(S(=O)(=O)N(C)C[C@@H]2Oc3ccc(NC(=O)Cn4cnnn4)cc3CC(=O)N([C@H](C)CO)C[C@H]2C)cc1	.	1.1
73	CC1=CC(=O)CC2[C@@]1(C)CC[C@@H](C)[C@]2(C)CCC(C)CC(=O)O (stereo partly drawn)	.	-4.0
74	CNC[C@H]1OCCCC[C@@H](C)Oc2ccc(NS(=O)(=O)c3ccc(OC)cc3)cc2C(=O)N([C@H](C)CO)C[C@@H]1C	.	1.3
75	O=C1O[C@@H](c2ccccc2)[C@@H](c2ccccc2)N2[C@@H](c3ccc(O)cc3)[C@]3(C(=O)Nc4ccccc43)[C@@H](C(=O)N3CCN(c4ncccn4)CC3)[C@H]12	.	6.3
76	C[C@H]1CN([C@@H](C)CO)C(=O)Cc2cc(NC(=O)Nc3ccc4c(c3)OCO4)ccc2O[C@@H]1CN(C)S(=O)(=O)c1cn(C)cn1	.	0.2
77	C[C@H](CO)N1C[C@H](C)[C@@H](CN(C)C(=O)C2CCCCC2)OCCCC[C@H](C)Oc2ccc(NC(=O)c3ccncc3)cc2C1=O	5.2	.
78	COc1ccc(OCC(=O)Nc2ccc3nn(-c4ccc(Cl)cc4)nc3c2)cc1	38.9	0.3
79	CC(=O)Nc1ccc(NC(=O)CSc2nnc(-c3ccc(N)cc3)n2C)cc1	3.6	0.3
80	C[C@H](CO)N1C[C@H](C)[C@@H](CN(C)C(=O)Nc2cccc3ccccc23)Oc2c(NC(=O)C3CC3)cccc2C1=O	3.6	.
81	C[C@@H]1CCCCO[C@@H](CN(C)S(=O)(=O)c2ccccc2)[C@@H](C)CN([C@H](C)CO)C(=O)c2cc(NC(=O)Cc3ccccc3)ccc2O1	.	-0.9
82	CS(=O)(=O)N(CC(=O)Nc1ccccc1C(=O)N1CCOCC1)c1ccc(I)cc1	9.1	-6.3
83	Cc1ccc(NC(=O)c2ccco2)c(NC(=O)CCN2C(=O)c3ccccc3C2=O)c1	-11.6	0.1

# An excerpt from above in order of SMILES length, descending:
No.	molecule	mut p53 react	STK33 inh
81	C[C@@H]1CCCCO[C@@H](CN(C)S(=O)(=O)c2ccccc2)[C@@H](C)CN([C@H](C)CO)C(=O)c2cc(NC(=O)Cc3ccccc3)ccc2O1	.	-0.9
76	C[C@H]1CN([C@@H](C)CO)C(=O)Cc2cc(NC(=O)Nc3ccc4c(c3)OCO4)ccc2O[C@@H]1CN(C)S(=O)(=O)c1cn(C)cn1	.	0.2
77	C[C@H](CO)N1C[C@H](C)[C@@H](CN(C)C(=O)C2CCCCC2)OCCCC[C@H](C)Oc2ccc(NC(=O)c3ccncc3)cc2C1=O	5.2	.
82	CS(=O)(=O)N(CC(=O)Nc1ccccc1C(=O)N1CCOCC1)c1ccc(I)cc1	9.1	-6.3
78	COc1ccc(OCC(=O)Nc2ccc3nn(-c4ccc(Cl)cc4)nc3c2)cc1	38.9	0.3
